# Mm-Cpn inhibitor: Inhibitors of TCP-1 ring complex (TRiC) of Methanococcus maripaludis (MmCpn): qHTS; AID 504842, 2011; hit rate 0.031% among 330,000; Potency, µM (series often up to 76.9 µM), without a hit: top-dose activity, negative = inhibition, usual class: inhibitors; purified Mm-Cpn ATPase, ADP Transcreener TR-FRET; Chaperonin Mm-Cpn (Methanococcus maripaludis); also: potency is read from the fitted curve at half-maximal effect; % is scaled to controls: 0 for no effect and ±100 for the full control effect; nearly all actives have a fitted effect of over 80% in size
#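 TR-FRET (320 nm excitation; 590 and 665 nm emission) reports ADP made from 10 uM ATP by 25 nM enzyme; compounds were preincubated 10 min, reaction run 30 min, both at 37°C.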
# HEK293 tox: qHTS of GLP-1 Receptor Inverse Agonists: Cytotox Screen; HEK293 cAMP-luciferase reporter cells, luminescence, 24 h; Potency, µM (top dose mostly 38.3 µM), inactives show at the highest dose activity change, negative = inhibition, most hits filed as inhibitors; hit rate 0.13% among 410,000;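 also: loss of luciferase light is scored as toxicity; potency is read from the fitted curve at half-maximal effect; % is scaled to controls: 0 for no effect and ±100 for the full control effect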
#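 To flag toxic compounds, the library was rerun on cells for 24 hr at 37 deg C and 5% CO2. Viability-linked luminescence was captured 12 min after adding luciferase detection reagent.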
# pAkt inh: HTS Assay for Inhibitors of Akt Phophorylation: Primary Screen; activity change, % for hits at 50 µM; AID 651550, 2012; hit rate 0.32% among 360,000; Neuro2A IGF-stimulated pAkt S473 HTRF, 20 min; stronger effect = lower value; in the data active = activity change below about -80%; inconclusive = mostly about -51% to -80%; also: % is scaled to controls: 0 for no effect and ±100 for the full control effect
#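 Single-point screen (50 µM final compound) in Neuro2A cells stimulated 20 min with 6 nM IGF at 37 deg C. After lysis, Ser473-phosphorylated Akt read by HTRF (ex 330 nm, em 615/665 nm) as the 665/615 ratio.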
# TDP-43 yeast inh: qHTS of TDP-43 Inhibitors; TDP-43 expressing yeast growth rescue, BacTiter-Glo, 24 h; Potency, µM (highest dose often 46.1 µM), for inactives: at the highest dose growth rescue (activation), most hits filed as activators; hit rate 1.8% among 410,000; also: potency is read from the fitted curve at half-maximal effect; % of control where 0% means no effect; nearly all actives have a fitted effect of over 50% in size
#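 Yeast expressing TDP-43 (pregrown in raffinose, seeded at OD600=0.02 in galactose medium) exposed to compounds 24 hr at 30 deg C. Growth read by BacTiter-Glo luminescence; rescue of toxicity appears as increased signal.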
# PTHR1 ag: qHTS for PTHR1 Agonists: Primary Screen | Potency, µM (doses to about 115 µM), for the others: at the highest dose activation, most hits filed as activators | AID 743266, 2014 | hit rate 0.075% among 410,000 | HEK293 GP2 PTHR1 cells, GloSensor cAMP luminescence, 1 h | Parathyroid hormone/parathyroid hormone-related peptide receptor (Homo sapiens), Q03431; also: potency is read from the fitted curve at half-maximal effect; nearly all actives have a fitted effect of over 55% in size; some results filed as inactive show a strong effect at the top dose; inactives centre near -15; many of its hits are not listed in these tables
# Target sequence (Q03431 whole entry, looked up): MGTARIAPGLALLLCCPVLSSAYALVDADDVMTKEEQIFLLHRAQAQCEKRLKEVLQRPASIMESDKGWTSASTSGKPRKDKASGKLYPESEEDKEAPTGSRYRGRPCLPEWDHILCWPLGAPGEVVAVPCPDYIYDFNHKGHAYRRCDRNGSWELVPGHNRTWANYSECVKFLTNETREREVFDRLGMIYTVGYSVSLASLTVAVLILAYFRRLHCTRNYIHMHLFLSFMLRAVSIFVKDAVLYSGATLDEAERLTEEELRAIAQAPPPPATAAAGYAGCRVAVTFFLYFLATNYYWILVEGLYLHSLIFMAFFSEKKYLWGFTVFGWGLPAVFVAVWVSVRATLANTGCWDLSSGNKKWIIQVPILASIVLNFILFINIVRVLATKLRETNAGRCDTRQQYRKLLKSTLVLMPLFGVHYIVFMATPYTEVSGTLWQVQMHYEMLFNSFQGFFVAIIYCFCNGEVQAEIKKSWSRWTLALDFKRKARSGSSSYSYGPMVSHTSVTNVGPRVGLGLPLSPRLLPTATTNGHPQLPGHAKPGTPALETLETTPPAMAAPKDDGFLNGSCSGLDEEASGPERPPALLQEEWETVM
#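 HEK-293-derived GP2 cells expressing PTHR1 and a GloSensor cAMP reporter, 3,000/well, plated overnight, given luciferin plus IBMX (each 0.5 mM as added) for 1 h at 37 °C, then compound for 1 h at 37 °C. Luminescence was read after 15 min at room temperature.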
# GLP-1R inv ag: qHTS of GLP-1 Receptor Inverse Agonists (Inhibition Mode); AID 624417, 2012; Potency, µM (titrated, usually from 38.3 µM), without a hit: at the highest dose activity change, negative = inhibition, hits mostly inhibitors; hit rate 1.6% among 410,000; HEK293 GLP-1R CRE-luciferase, luminescence, 24 h; GLP-1R form is constitutively active; also: potency is read from the fitted curve at half-maximal effect; % is scaled to controls: 0 for no effect and ±100 for the full control effect; nearly all actives have a fitted effect of over 55% in size
# Target sequence (P43220 whole entry, looked up): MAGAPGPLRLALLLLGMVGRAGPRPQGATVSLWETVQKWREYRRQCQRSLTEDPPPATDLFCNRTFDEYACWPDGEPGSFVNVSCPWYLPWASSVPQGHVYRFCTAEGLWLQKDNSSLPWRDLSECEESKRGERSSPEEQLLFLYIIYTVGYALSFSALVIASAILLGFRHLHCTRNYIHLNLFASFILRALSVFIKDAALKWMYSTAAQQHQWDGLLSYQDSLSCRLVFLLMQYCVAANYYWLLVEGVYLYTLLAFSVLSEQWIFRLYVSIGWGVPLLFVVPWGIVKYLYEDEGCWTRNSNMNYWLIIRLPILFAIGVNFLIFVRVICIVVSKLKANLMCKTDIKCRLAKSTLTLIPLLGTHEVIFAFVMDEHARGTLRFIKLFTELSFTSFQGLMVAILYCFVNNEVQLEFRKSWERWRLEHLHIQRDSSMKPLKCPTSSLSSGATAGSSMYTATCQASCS
#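 Readout was luciferase luminescence, measured 12 min after detection reagent at room temperature. Beforehand, GLP-1R reporter HEK293 cells had sat 12 h, then received compounds for 24 hr at 37 deg C.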
# FUS yeast rescue: qHTS for Suppressors of FUS Proteinopathy: Primary screen using FUS-linked yeast assay. S. cerevisiae FUS-expressing, growth rescue, OD600, 24 h. Potency, µM (series often up to 76.6 µM), for the others: at the top dose growth rescue (activation), hits mostly activators. hit rate 0.24% among 390,000;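 also: potency is read from the fitted curve at half-maximal effect; plate controls were DMSO vehicle for no effect and reference control for full effect; nearly all actives have a fitted effect of over 55% in size; some results filed as inactive show a strong effect at the top dose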
#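 Compound concentration series was pinned onto galactose-induced FUS-expressing yeast seeded at OD 0.005. Plates sat 24hr at 30C; absorbance at 600 nm gave growth. DMSO served as background control.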
# aSyn rescue: qHTS of alpha-syn Inhibitors. Yeast expressing alpha-synuclein, growth rescue, BacTiter-Glo, 24 h. Potency, µM (titrated, usually from 46.1 µM), inactives show at the top dose growth rescue (activation), hits mostly activators. hit rate 0.14% among 370,000; also: potency is read from the fitted curve at half-maximal effect; % of control where 0% means no effect; nearly all actives have a fitted effect of over 65% in size
#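 Screening used galactose-induced yeast with toxic alpha-synuclein levels, exposed to compound for 24 hr at 30 deg C. Cell growth, read with BacTiter-Glo luminescence, gave the measured signal.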
# Abeta rescue: qHTS for compounds that reverse cellular toxicity of Amyloid beta (A-beta) peptide in yeast: Primary Screen; yeast expressing A-beta42, growth rescue, OD600, 48 h; response scale: 0% DMSO, 100% iron-clioquinol control; Potency, µM (doses to about 46.1 µM), for inactives: at the highest dose growth rescue, actives largely listed as activators; hit rate 0.063% among 410,000; AID 1347071, 2019; also: potency is read from the fitted curve at half-maximal effect; nearly all actives have a fitted effect of over 55% in size
#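 Yeast A-beta toxicity model in growth medium with pinned compounds, 48 h at 30 C; growth read as absorbance at 600 nm. Normalized to FeCl3/clioquinol equimolar mix (positive) and DMSO (negative).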
# Starred values were filed as active, the others as inactive; i = inactive; ? = inconclusive; · = not tested or not shown; [ ] = remark or other dose. Unless noted, calls follow the shape of the dose curve; as a rule, active = well fitted curve in the direction sought with a large enough effect; inconclusive = small, poorly fitted or top-dose-only effect, or another doubt; inactive = no such curve, though single readings can be large; an effect the other way counts as inactive or inconclusive. These rows are one share of the data; rates above refer to the full screens.
# Below each SMILES: Mm-Cpn inhibitor | HEK293 tox | pAkt inh | TDP-43 yeast inh | PTHR1 ag | GLP-1R inv ag | FUS yeast rescue | aSyn rescue | Abeta rescue
CCOC(=O)c1c(C)[nH]c(C)c1S(=O)(=O)N(C)Cc1ccco1
    0% | -3% | i | 0% | i | -5% | -6% | 0% | 14%
Cn1c(SCc2nc3ccccc3[nH]2)nnc1-c1cccs1
    2% | 0% | i | 7% | i | 0% | · | 1% | -5%
Clc1cccc(Oc2ncc(CN3CCOCC3)s2)c1
    -1% | -12% | i | 4% | -9%[57.5 µM] | -5% | 6% | 12% | 5%
COc1cccc(NC(=O)C2CCN(C(=O)[C@@H]3Cc4ccccc4CN3)CC2)c1
    0% | -3% | i | -14% | i | 19% | 9% | 3% | -8%
C1CCC2(CC1)OCC1(CO2)COC2(CCCCC2)OC1
    · | 4% | i | -18% | -17% | 0% | 26% | 0% | 13%
O=C(N/N=C/c1cc([N+](=O)[O-])ccc1O)c1ccc(COc2ccc3c(c2)CCC3)o1
    2% | ? | i | 2% | -6% | -17% | -6% | -1% | -24%
Cc1ccc(-n2ncc3c(NC4CCCCCC4)ncnc32)cc1
    · | -13% | · | ? | -37%[inhibitor] | 4.5µM* | -24% | · | -4%
COc1ccc(OC)c(NC(=O)Nc2c(O)ccc3ccccc23)c1
    · | -31% | i | 17% | -13% | ? | 8% | 0% | 16%
COc1ccc(N=C2CC(C)(C)CC(=O)/C2=C(/O)c2ccccc2)cc1
    0% | -2% | i | 0%[0.397 µM] | i | -11% | 8% | 6% | 18%
CCC(=O)N1CCc2cc(Br)cc(S(=O)(=O)NCc3ccccc3OC)c21
    0% | 5% | i | -22% | -17% | 3% | -9% | 0% | -12%
Cc1ccc(NC(=O)C(OC(=O)c2ccc(NC(N)=O)cc2)c2ccccc2)cc1Cl (stereo not given)
    -4% | ? | i | -14% | -6% | ? | 38% | 21% | 10%
O=C(NC1CCCCC1)c1cc(C2CC2)nn1-c1ccccc1
    -1% | 0% | i | 24% | -7% | 5.6µM* | 23% | -11% | 3%
COc1cccc(N2CC(NC(=O)C3CCCCC3)CC2=O)c1 (stereo not given)
    · | 0% | · | -4% | -13% | 5% | 1% | · | -16%
O=C(Nc1ccc(N2CCOCC2)cc1)c1ccc(S(=O)(=O)N2CCCCC2)cc1
    0% | -6% | i | -6% | i | 5% | · | -2% | -14%
COc1ccccc1NS(=O)(=O)c1cc2c3c(c1)CC(=O)N3CCC2
    -2% | -2% | i | -10% | -5% | 19% | -2% | 4% | 2%
CCc1ccccc1NC(=O)Nc1cc(C(=O)NCc2ccccc2OC)ccc1N1CCCC1
    · | -16% | · | 12% | -3% | 14% | 4% | · | -6%
CCC(=O)c1ccc(OCC(=O)OCC(=O)N(C)CC(=O)Nc2ccc(F)cc2)cc1
    0% | 11% | i | 24% | -1% | 8% | 6% | 2% | 25%
Cc1cc(CSc2nc(C)cc(=O)[nH]2)c2ncccc2c1
    1% | -2% | i | 0% | i | 38%[activator] | -15% | 1% | 0%
Cc1ccc(C)c(NC(=O)C2CCCN2C(=O)NC2CCCCC2)c1 (stereo not given)
    2% | 5% | i | -1% | i | 12% | -32% | -1% | 2%
CC(C)CC1C(=O)N(Cc2cn(CC3CCCCC3)nn2)CCS(=O)(=O)N1Cc1ccc(-c2ccncc2)cc1 (stereo not given)
    · | -3% | i | 14% | -19% | -5% | 4% | 1% | -5%
COc1ccccc1S(=O)(=O)N(C)C[C@H]1OCc2cn(nn2)CCCC(=O)N([C@H](C)CO)C[C@@H]1C
    · | -2% | i | 0% | -21% | 10% | -12% | -11% | 5%
CC(C)=CCCC(C)CN1CCC(n2nccc2NC(=O)c2ccccc2)CC1 (stereo not given)
    -1% | -14% | i | 5% | -15% | ? | 6% | 8% | 8%
Cc1cc(C)c2c(CC(=O)Nc3ccccc3C(F)(F)F)coc2c1
    · | 10% | · | 8% | -14% | 10% | 12% | · | 0%
O=C(CN(Cc1ccccc1F)S(=O)(=O)c1ccc(Cl)cc1)NCCCO
    1% | 3% | i | -8% | 5% | -12% | -13% | -1% | 0%
O=C(CSc1nc2ccccc2n1Cc1ccccc1)N/N=C/c1ccco1
    1% | 6% | i | 0% | -30%[inhibitor] | 5% | ? | 13% | -4%
COc1ccccc1N1CCN(CCCCOc2ccc(F)cc2)CC1
    -3% | ? | i | 1% | -39%[inhibitor] | 13µM* | 15% | -3% | -9%
O=c1onc(-c2ccc(Cl)cc2)n1Cc1ccc(F)cc1
    0% | 0% | i | 18µM* | 0% | ? | · | 3% | 9%
CC1Cc2ccccc2N1C(=O)Cn1cnc2ccccc2c1=O (stereo not given)
    2% | -3% | i | -3% | i | -3% | 7% | 2% | ?
C=CCSCC1Nc2cc(Cl)c(S(N)(=O)=O)cc2S(=O)(=O)N1 (stereo not given)
    4% | -3% | i | 1% | -17% | 2% | -35% | -3% | 0%
COC(=O)c1cccnc1-n1c(=O)c2cccnc2n(CC(=O)Nc2cccc(C)c2)c1=O
    · | 0% | · | 17% | -16% | 4% | 10% | · | -3%

# Below each SMILES: Mm-Cpn inhibitor | HEK293 tox | pAkt inh | TDP-43 yeast inh | PTHR1 ag | GLP-1R inv ag | FUS yeast rescue | aSyn rescue | Abeta rescue
O=C(N/C(=C\c1ccc(F)cc1)C(=O)N1CCOCC1)c1ccccc1
    0% | 5% | i | 22% | -15% | 4% | 26% | -5% | -12%
O=c1nc(-c2ccccc2)cc(C(F)(F)F)[nH]1
    -1% | -9% | i | -28% | i | -1% | -6% | 8% | 1%
CCCn1nc(C(=O)Nc2ccc3nc(C)sc3c2)c2ccccc2c1=O
    -1% | 3% | i | 0% | i | -6% | -18% | -4% | 5%
COc1ccc(NC(=S)NNC(=O)c2ccco2)c(OC)c1
    · | -9% | i | 11% | -9% | 19% | -10% | -14% | 16%
Cc1ccc(S(=O)(=O)NCc2ccc3c(c2)OCO3)cc1C
    1% | 13% | i | 18µM* | i | -26% | 4% | -20% | -5%
C(=N\n1cnnc1)/c1ccccn1
    -6% | 5% | i | 0% | -16%[57.5 µM] | 46%[activator] | -1% | 3% | 4%
CCCCCCCCS(=O)c1sc2nc3c(cc2c1N)CCCC3 (stereo not given)
    · | 16% | i | ? | -17% | ? | 30% | 0% | -11%
O=c1c2cc3c(nc2ncn1Cc1ccc(Cl)cc1)CCCC3
    · | -9% | · | 15% | i | -1% | -12% | · | 3%
CC1CC(C)CN(CC(C)(C)NS(=O)(=O)c2ccccc2)C1 (stereo not given)
    -1% | -8% | i | -7% | -13%[57.5 µM] | 4% | -16% | 1% | -2%
CCN1CCN(CCCNc2ncnc3nc[nH]c23)CC1
    0% | -19% | i | 2% | -3% | 6% | -23% | -7% | -10%
Cc1ccc(-n2c(=O)c3sc4ccccc4c3n(C)c2=O)cc1F
    · | 2% | · | -6% | -24% | 7% | -9% | · | -20%
CC(C)c1ccc(NC2CCCN(C(=O)c3ccncc3)C2)cc1 (stereo not given)
    -2% | 10% | i | -3% | -6% | ? | 9% | -4% | 7%
CCc1ccc(NC(=S)N2CCCC2)cc1
    -1% | 7% | i | -2% | i | 26% | 0% | 0% | ?
C[C@@H]1CN([C@H](C)CO)C(=O)CCCn2cc(nn2)CO[C@H]1CN(C)C(=O)Nc1ccc(C(C)(C)C)cc1
    · | 1% | i | -4% | -7% | 28% | 4% | -7% | -15%
COC(=O)c1cc(C)nc2c1c(=O)nc(SCc1ccccc1F)n2C1CC1
    · | 17% | · | 5% | 2% | 22% | 12% | · | -18%
Cc1ccc(NC(=O)c2c(C)nc3sc(C(=O)NC4CCCC4)c(N)c3c2-c2ccco2)c(C)c1
    2% | 19% | i | 6% | i | -4% | · | 2% | 8%
CCCc1cc(=O)oc2cc(OCC(=O)N3CCOCC3)c(Cl)cc12
    0% | 1% | i | -3% | i | ? | -1% | -5% | -2%
CC(C)(C)c1ccc(C(=O)N2CCC2(C)C(=O)NCc2cccs2)cc1 (stereo not given)
    · | -3% | i | 7% | -40%[inhibitor] | ? | 2% | 7% | -3%
CCCCCCn1c(=O)c(F)cn(Cc2ccc(OC)c([N+](=O)[O-])c2)c1=O
    -5% | -23% | i | 24% | i | ? | 11% | 0% | 1%
O=C(CSc1ccc(Br)cc1)NC1CCCCCC1
    0% | -2% | i | -6% | i | ? | · | 8% | 7%
CCCCSC1=N/C(=C/c2ccsc2)C(=O)N1c1ccccc1
    -1% | 11% | i | 4% | i | -1% | · | 16% | -7%
Cc1cc(C)c(C(=O)COC(=O)CN2C(=O)NC3(CCCC3)C2=O)cc1C
    1% | 21% | i | 7% | i | -17% | 19% | 7% | 12%
COc1cc(N/N=C(\C)c2ccc(N)cc2)nc(-c2ccccc2)n1
    -28% | -7% | i | 0% | -20% | -10% | -5% | 1% | -9%

# Screening results: PubChem, National Center for Advancing Translational Sciences (NCATS)
